Source: PubChem BioAssay (several laboratories)
OX1R antag-1: OX1R (HCRTR1) antagonists, primary screen, fluorescence, CHO/OX1R cells, Fluo-8 calcium, orexin A. Orexin/Hypocretin receptor type 1 (Homo sapiens), O43613. AID 434989, 2010. Fluo-8 calcium fluorescence. inhibition, % at 5 µM. 330,000 tested, 0.43% active;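 active = inhibition above its plate's threshold, mean inhibition of all tested compounds on the plate plus 3 SD, cut at about 37% in these data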;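 note: 0% = orexin A challenge wells and 100% = SB-334867-A antagonist wells; not every result past the cut was called active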
Target sequence (O43613 whole entry, looked up): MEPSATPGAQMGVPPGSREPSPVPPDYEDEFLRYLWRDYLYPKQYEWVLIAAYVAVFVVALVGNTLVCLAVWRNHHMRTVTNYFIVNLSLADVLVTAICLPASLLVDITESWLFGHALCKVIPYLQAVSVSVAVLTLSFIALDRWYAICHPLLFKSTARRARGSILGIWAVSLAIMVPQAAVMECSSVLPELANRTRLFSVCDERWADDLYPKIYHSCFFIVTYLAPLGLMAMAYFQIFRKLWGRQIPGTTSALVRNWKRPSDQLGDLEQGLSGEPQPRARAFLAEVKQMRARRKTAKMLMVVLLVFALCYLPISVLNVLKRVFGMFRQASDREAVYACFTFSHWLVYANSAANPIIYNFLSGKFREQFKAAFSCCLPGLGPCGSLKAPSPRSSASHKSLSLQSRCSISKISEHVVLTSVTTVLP
OX1R antag-2: antagonists of human orexin 1 receptor (OX1R). 330,000 tested, 1.8% active. AID 485270, 2010. OX1R-expressing cells, FRET antagonist read-out. inhibition, % at 6.6 µM; in the data active = inhibition mostly above about 38%, no sharp cut-off; inactive = mostly below about 40%;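 note: 0% = agonist challenge alone and 100% = reference antagonist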
STK33 inh: inhibitors of purified STK33 kinase, primary screen, biochemical, ADP-Glo luminescence, homogeneous, cell-free | MBP phosphorylation | 320,000 tested, 0.073% active | Serine/threonine-protein kinase 33 (Homo sapiens), Q9BYT3 | inhibition, % at 10 µM;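 active = inhibition at or above 25%, using the most active replicate where run in duplicate; inactive = inhibition below 25%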
Target sequence (Q9BYT3 whole entry, looked up): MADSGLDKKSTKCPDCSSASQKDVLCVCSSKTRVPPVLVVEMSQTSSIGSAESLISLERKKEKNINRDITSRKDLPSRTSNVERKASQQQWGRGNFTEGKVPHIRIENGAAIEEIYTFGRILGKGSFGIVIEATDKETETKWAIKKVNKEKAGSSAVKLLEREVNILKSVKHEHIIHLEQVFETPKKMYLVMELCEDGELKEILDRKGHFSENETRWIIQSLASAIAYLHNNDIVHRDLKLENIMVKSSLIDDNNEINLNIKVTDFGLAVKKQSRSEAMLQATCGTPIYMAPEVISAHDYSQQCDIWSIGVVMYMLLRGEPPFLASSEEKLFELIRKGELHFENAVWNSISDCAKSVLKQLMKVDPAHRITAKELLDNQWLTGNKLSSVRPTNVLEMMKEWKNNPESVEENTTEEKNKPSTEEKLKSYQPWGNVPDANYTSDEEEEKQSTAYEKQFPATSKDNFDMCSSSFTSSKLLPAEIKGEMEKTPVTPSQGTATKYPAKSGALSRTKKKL
* hit, by the source's call; x = no result given.

Second line of a record: OX1R antag-1 | OX1R antag-2 | STK33 inh
Cc1nc(C(=O)N/N=C/c2[nH]ncc2Br)cs1
    -2 | 14 | 2.1
CC(C)(C)OC(=O)C(C(=O)OC(C)(C)C)c1ccc(Cl)nn1
    4 | 8 | -0.2
Cc1cccc(OCC(=O)Nc2cc(S(=O)(=O)N3CCOCC3)ccc2N2CCCC2)c1C
    -18 | 2 | -0.3
CCN(CC)S(=O)(=O)c1cccc(C(=O)N/N=C/c2ccc(N3CCOCC3)cc2)c1
    -20 | 5 | -1.5
COc1ccccc1N1CCN(Cc2cc(=O)c(OCC(=O)NC3CCCC3)co2)CC1
    7 | 14 | -2.3
CCOC(=O)c1cnc(-n2nc(C)cc2C)nc1NC(C)c1ccccc1 (configuration not stated)
    -39 | 18 | -0.9
Cc1ccc(CNC(=O)CCc2c(C)nc3ncnn3c2C)cc1
    -9 | 12 | -1.4
N#C/C(=C(/O)COc1cccc2ccccc12)c1nc2ccccc2[nH]1
    -20 | 27 | 1.1
CN(Cc1ccccc1)C(=O)C1CCN(S(=O)(=O)c2cccc3nsnc23)CC1
    -22 | 30 | -0.9
CC(NC(=O)C1CCCCC1)C(=O)NC1=NCCS1 (configuration not stated)
    -16 | 8 | 0.4
COc1ccc(C(=S)N2CCOCC2)cc1OC(=O)c1cccc([N+](=O)[O-])c1
    7 | 22 | -0.6
CCC(=O)NC(Nc1cccc(C)n1)(C(F)(F)F)C(F)(F)F
    5 | 4 | -0.2
O=C(NC(Nc1cc(C(F)(F)F)ccc1Cl)C(=O)c1ccccc1)c1ccccc1 (configuration not stated)
    3 | 43 | -2.3
Cc1nn(CC(=O)N(C)C2CCS(=O)(=O)C2)c(C)c1[N+](=O)[O-] (configuration not stated)
    -10 | 12 | -1.8
COc1cc(/C=N/n2c(SC)nnc(C(C)(C)C)c2=O)ccc1O
    -50 | -1 | -0.4
C[N+](C)(C)CCOC(=O)CCC(=O)OCC[N+](C)(C)C
    -7 | 9 | -1.4
Cc1csc(NC(=O)CSc2nnc(-c3ccc(Cl)cc3)n2N)n1
    -13 | 6 | -1.6
CCOC(=O)CS(=O)(=O)c1ccc(O)cc1
    -14 | 26 | -0.3
CCOC(=O)c1c(-c2ccco2)csc1N
    -10 | 6 | 1.0
CCOc1ccc2nc(N3CCC(C(=O)N4CCN(c5ccccn5)CC4)CC3)sc2c1
    -17 | 13 | 3.2
Cc1ccc(-c2ccc(/C=N/O)o2)cc1[N+](=O)[O-]
    -15 | 23 | -0.2
CCc1ccc2c(c1)C(=O)C[C@]1(CCC[C@H](C)C1)O2
    -14 | 16 | -0.6
Cc1ccc(C)c(NC(=O)CN(C)C(=O)c2cc(S(=O)(=O)N3CCOCC3)ccc2N2CCCC2)c1
    -22 | 18 | -1.2
CCCNC(=O)c1cc(S(=O)(=O)N2CCCCC2)ccc1N1CCOCC1
    -13 | 13 | 0.2
CCCCN(CC)CCNC(=O)c1cc2c(=O)n(CC)c3ccccc3c2s1
    -25 | 4 | 3.2
CCOC(=O)/C(C#N)=N/Nc1ccc(S(=O)(=O)Nc2cc(OC)nc(OC)n2)cc1
    -6 | -1 | 1.0
COc1cc(CN2CCN(c3ccccc3F)CC2)c([N+](=O)[O-])cc1OC
    -11 | 34 | -2.2
COC(=O)c1ccc(C(C(=O)NC2CCCCC2)N(C(=O)Cc2cccs2)C2CC2)cc1 (configuration not stated)
    -19 | 6 | -2.0
Cc1ccc(OCCn2c(NC(=O)c3ccco3)nc3ccccc32)cc1
    -29 | 11 | 0.5
Cc1cc(C(=O)OCC(=O)NC2CC2)c2ccccc2n1
    -9 | 2 | -1.0
CNc1nnc(-c2cc3cc(Cl)ccc3oc2=O)s1
    -10 | 48 | -0.3
Cc1ccc(C)c(OCCC(=O)Nc2cccc(S(=O)(=O)N3CCCCC3)c2)c1
    21 | -3 | -0.9
CCOc1cc(C)c(Cl)cc1S(=O)(=O)N(C)C
    -26 | 22 | 4.5
CCOP(=O)(OCC)c1nc(-c2ccc(F)cc2)oc1NCc1ccccc1
    -14 | 27 | -2.4
CC(C)(C)c1cc(C(=O)CCN2CCOCC2)cc(C(C)(C)C)c1O
    37 | 2 | 1.6
CCOC(=O)c1ccccc1NC(=O)Cc1c(C(=O)O)n(C)c2ccccc12
    3 | 14 | -2.4
COc1ccc(-c2[nH]ncc2CNCCn2cccn2)c(F)c1
    -26 | 10 | -0.9
CC1CCN(Cc2nnnn2CCCC(=O)N(C)C(C)c2ccccn2)CC1 (configuration not stated)
    -15 | 3 | 1.0
C=CC(=O)Nc1sc2c(c1C(N)=O)CCCC2
    -19 | 15 | 6.9
CN(Cc1ccc(Cl)cc1)C(=O)c1cc(S(=O)(=O)N2CCOCC2)ccc1N1CCCC1
    -23 | 10 | -1.5
CCCSc1nc(C)c(C(C)=O)cc1C#N
    -14 | 15 | -0.9
O=C(NCc1nnc(SCC(=O)N2CCN(c3ccccc3)CC2)o1)c1c(F)cccc1Cl
    -33 | 6 | -1.3
Cc1cc(=O)oc2cc(OC(=O)CCCCCN3C(=O)c4ccccc4C3=O)ccc12
    -3 | 15 | 5.7
O=C(C1CC(c2ccc(F)cc2)=NO1)N1CCN(c2ccccc2)CC1 (configuration not stated)
    -26 | 4 | 0.0
Cc1ccc(-n2nnc3c(SCC(=O)NCc4ccco4)ncnc32)cc1
    -10 | 16 | -2.5
Fc1ccc(-n2c(-c3ccco3)nc3nc4ccccc4nc32)cc1
    -12 | 25 | 0.1
COC(=O)c1ccn(CSc2c(F)c(F)cc(F)c2F)n1
    1 | -4 | -1.5
CCCCNc1cc(Cl)nc(N)n1
    -2 | 8 | 0.8
Cc1cc(C)c(C#N)c(SCc2ccc3c(c2)OCO3)n1
    -10 | 24 | 0.0
CCc1ccc(N2CC(C(=O)N/N=C/c3ccccc3OC)CC2=O)cc1 (configuration not stated)
    -23 | 23 | -0.1

5 compounds picked at random from those above:
Second line of a record: OX1R antag-1 | OX1R antag-2 | STK33 inh
CCCSc1nc(C)c(C(C)=O)cc1C#N
    -14 | 15 | -0.9
COC(=O)c1ccn(CSc2c(F)c(F)cc(F)c2F)n1
    1 | -4 | -1.5
CCCCNc1cc(Cl)nc(N)n1
    -2 | 8 | 0.8
O=C(C1CC(c2ccc(F)cc2)=NO1)N1CCN(c2ccccc2)CC1 (configuration not stated)
    -26 | 4 | 0.0
Fc1ccc(-n2c(-c3ccco3)nc3nc4ccccc4nc32)cc1
    -12 | 25 | 0.1

(listing goes on)
Second line of a record: OX1R antag-1 | OX1R antag-2 | STK33 inh
CCOCCn1ccc2c(OCC(=O)Nc3ccc(OC)c(OC)c3)cccc2c1=O
    -9 | 35 | x
CCc1nc2ccccc2n1CC(O)COCC1CC=CCC1 (configuration not stated)
    -25 | 10 | -0.7
COC(=O)Nc1nnc(Cc2ccccc2)s1
    -29 | 11 | 26*
Cc1csc(=O)n1CCC(=O)OCC(=O)Nc1ccc(S(N)(=O)=O)cc1
    7 | 2 | 0.8
O=C(NCc1ccccc1)c1onc(CSc2nc3ccccc3[nH]2)c1C(=O)NCc1ccccc1
    -11 | 71* | -1.3
O=S(=O)(Nc1ncnc2sc3c(c12)CCC3)c1ccc(Cl)s1
    -5 | 51 | -1.1
O=C(C1CC1)n1cc(C(=S)N2CCOCC2)c2ccccc21
    -21 | 14 | 0.2
CCCCCCCC(=O)Nc1cc(C(=O)NCCC)ccc1N1CCC2(CC1)CC(c1cccc(Br)c1)=NO2
    -22 | 31 | -0.9
COC(=O)c1sccc1NN1C(=O)c2ccccc2C1=O
    -21 | 14 | -1.1
Cc1ccc(OCC(=O)NNc2c3ccccc3nc3ccccc23)cc1
    -3 | 53 | -0.7
COc1ccccc1NC(=O)C(C)NS(=O)(=O)c1ccc(Cl)cc1 (configuration not stated)
    -11 | 12 | 0.0
CSCCC(C(=O)OCC(=O)c1ccc(C)c(C)c1)N1C(=O)c2cc(Cl)c(Cl)cc2C1=O (configuration not stated)
    -27 | 16 | -3.1
COc1ccc(NC(=O)Nc2cccc3c2O[C@H](CN(C)S(=O)(=O)c2ccc(OC)cc2)[C@@H](C)CN([C@H](C)CO)C3=O)cc1
    -10 | -3 | -1.0
COc1ccc(Nc2nnc(-c3ccncc3)s2)cc1Cl
    -15 | 0 | 0.7
CCOc1ccc2oc(-c3ccccc3)c(C(N)=O)c2c1
    -23 | 6 | -0.8
CCc1cc2cc3c(cc2nc1SCC(=O)OC(C)C)OCO3
    -34 | 21 | -0.7
CC(C)Cn1c(N)c(C(=O)COC(=O)c2cc3ccccc3cc2O)c(=O)n(C)c1=O
    25 | 12 | 0.1
CC1(C)CC(=O)C=C(NCc2ccc(Cl)c(Cl)c2)C1
    -29 | 22 | 0.6
Cc1cc(C)nc(/N=C(\N)C2=C(O)CC(C)(C)CC2=O)n1
    -3 | -1 | -0.6
Cc1cccc(C)c1NC(=S)N(c1ccccc1)C(C)C
    6 | 8 | 0.1
CCOc1ccccc1NC(=O)CN(C)S(=O)(=O)c1ccc(OC)c(C)c1
    -26 | 7 | -1.9
CCCc1nc(SCC(=O)NNC(=O)c2ccc(OC)cc2)c2ccccc2n1
    -36 | 5 | 0.6
Cc1ccc(S(=O)(=O)CC(c2ccccc2)N2CCCCC2)cc1 (configuration not stated)
    -21 | 8 | -0.4
c1ccc(-n2c(SCC3CCCCO3)nnc2-c2cnccn2)cc1 (configuration not stated)
    -14 | 13 | -0.6
O=C(O)c1ccc2c(c1)C(=O)N(C(Cc1ccc(O)cc1)C(=O)O)C2=O (configuration not stated)
    8 | 6 | -1.3
O=C(Nc1cccnc1)NC1CCCCC1
    -3 | 21 | -1.2
O=C(COC(=O)c1ccc(Sc2ccccc2)c([N+](=O)[O-])c1)NC1CCS(=O)(=O)C1 (configuration not stated)
    -11 | 19 | 2.0
Nc1c(C(=O)c2ccccc2)sc2snc(SCC(=O)c3ccccc3)c12
    4 | 13 | 0.1
CCN1CCN(c2ccc(S(=O)(=O)N3CCCCC3)cc2NC(=O)Cc2ccc(Cl)c(Cl)c2)CC1
    45 | 19 | 1.1
CCCn1ncc(C(=O)N(C)C2CCCN(Cc3ccccc3F)C2)c1C (configuration not stated)
    -22 | 6 | 0.7
Cc1ccc(S(=O)(=O)NC(=O)Nc2ccc(C)cn2)cc1
    -6 | 9 | -0.1
COc1cc2cccc(OC)c(=O)c2c(O)c1OC
    -8 | 66* | 0.8
O=C(c1cc(-c2ccccc2)nn1-c1ccccc1)N1CCN(S(=O)(=O)c2ccc(F)cc2)CC1
    -13 | 20 | -0.9
COc1ccccc1CNc1ncc(-c2ccc(F)cc2)n1C
    -5 | 44 | -0.2
Nc1nc(Nc2cccc(F)c2)nc2ccccc12
    3 | 57* | 6.1
CNc1ccc(C(=O)OCC(=O)NC(=O)NC2CCCC2)cc1[N+](=O)[O-]
    -6 | 9 | -0.4
CCOc1ccc(NC(=O)CC2C(=O)N(c3ccc(OC)cc3)C(=O)N2CCc2ccc(OC)c(OC)c2)cc1 (configuration not stated)
    -22 | 21 | -1.9
[N-]=[N+]=NCC/C=C\C1NS(=O)(=O)OCC1O (configuration not stated)
    -14 | -2 | -0.1
C=CCOc1ccc(C2C(C(=O)c3ccco3)=C(O)C(=O)N2Cc2cccnc2)cc1 (configuration not stated)
    -2 | 14 | -0.8
Cc1ccc(S(=O)(=O)NC(C(=O)Oc2cc3oc(=O)cc(C)c3cc2Cl)C(C)C)cc1 (configuration not stated)
    0 | 15 | -0.8
O=C(NCc1cccs1)c1nc2c(nnn2Cc2ccccc2Cl)c(=O)[nH]1
    -27 | 18 | -0.3
CN(Cc1ccccc1)S(=O)(=O)c1ccc(NS(=O)(=O)Cc2ccccc2)cc1
    42* | 44* | -0.3
Cc1nnc(NC(=O)CSc2nnc3ncccn23)s1
    -2 | -8 | -2.1
COCCNC(=S)N1CCC(c2nc(-c3ccc(F)cc3)no2)CC1
    3 | 21 | 0.2
O=S(=O)(NCCCSc1ccccc1)c1ccccc1F
    -23 | 30 | -2.1
COc1ccccc1N(CC(=O)NC1CC2CCC1C2)S(=O)(=O)c1ccc(C)cc1 (configuration not stated)
    -17 | 12 | -3.3
COc1cc(NC(=O)CCNS(=O)(=O)c2ccc3c(c2)CCC(=O)N3)cc(OC)c1
    16 | 9 | -0.4
CN(CCO)C1=NS(=O)(=O)c2cc([N+](=O)[O-])ccc21
    -10 | 95* | -0.3
C#CCN(N(C)c1ncc(C(F)(F)F)cc1Cl)S(=O)(=O)c1ccc2ccccc2c1
    -22 | 19 | -1.9
Cc1ccccc1Cn1c(=N)n(CC(O)c2ccco2)c2ccccc21 (configuration not stated)
    -24 | 18 | -0.4

Remaining list, next part:
Second line of a record: OX1R antag-1 | OX1R antag-2 | STK33 inh
CCn1c(=O)c2sccc2n(CC(=O)NCCC2=CCCCC2)c1=O
    -13 | 3 | -0.3
CC(C)(C)C1(c2ccccc2)NC(=O)N(CC(=O)N2CCOCC2)C1=O (configuration not stated)
    -1 | 18 | -2.0
Cn1c(CCCOc2ccc(Cl)cc2Cl)nnc1SCC(=O)Nc1ccc(F)c(Cl)c1
    -26 | 11 | -1.6
O=C(O)c1c2c(nc3ccc(F)cc13)CCC2
    -8 | 1 | -2.8
NS(=O)(=O)c1ccc(NC(CNS(=O)(=O)c2ccccc2)c2ccccc2)cc1 (configuration not stated)
    -5 | 5 | -0.2
CC(C)(C)c1cccc(OCCCSc2ncccn2)c1
    -31 | 10 | -0.7
O=C(CCCOc1ccc(Cl)cc1Cl)NNC(=O)C1CCC1
    -28 | 17 | -0.7
COc1ccc(/C=C/C(=O)c2oc3ccc(F)cc3c2C)cc1
    1 | 11 | -1.2
CCCn1c(O)c2ccc(C(=O)N=NC(=O)c3cccnc3)cc2c1O
    -12 | 39 | 2.8
COCCn1c(SCC(=O)N2CCN(c3ccccc3)CC2)nc2c(c1=O)SC(C)C2 (configuration not stated)
    -23 | 28 | 0.0
